Screening results: PubChem, several laboratories
IEC-6 cytotox = IEC-6 cytotoxicity, counter-screen for KLF5 inhibitors; luminescence viability; inhibition, % at 5 µM; 0.78% of 290,000 active; AID 1825; in the data active means inhibition above about 22%;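 further: 0% = plate median of test compound wells and 100% = cytotoxic reference compound wells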
aSyn 5UTR inh = MLPCN primary screen, SNCA 5' untranslated region; 0.82% of 300,000 active; inhibition, % (tested at 7.5 µM); alpha-synuclein 5'UTR reporter, inhibitor activity; in the data active means inhibition above about 60%;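 further: H4 neuroglioblastoma cells stably carrying SNCA 5'UTR luciferase fusion; 0% = DMSO wells and 100% = positive control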
HIF activator = HIF pathway transcriptional activation | 0.32% of 300,000 active | U2OS HRE-luciferase reporter, luminescence; normalized: DMSO 0%, desferrioxamine 100% | activation, % at 7.5 µM (by protocol) | AID 1910;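 active means mean activation of at least 10% of the iron chelator positive control signal, with at least half of replicates also reaching 10%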
HSP90 inh = inhibitors of HSP90 luciferase refolding in rabbit reticulocyte lysate. inhibition, % at 5.6 µM. 0.91% of 290,000 active. luciferase refolding luminescence, 3 h;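 active means inhibition above the screen-wide mean plus 3 SD, computed separately per campaign, cut at about 16% in these data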;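 further: 0% = DMSO wells and 100% = 60 µM geldanamycin wells; inhibitors lower the luminescence because luciferase stays unfolded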
HSF1 inh = HSF1 inhibition. NIH3T3-HGL HSE-luciferase, MG132-induced, luminescence 8 h; active compounds read low. activity change, negative = inhibition, % at 7.5 µM (by protocol). 0.77% of 300,000 active;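 active means more than half of replicate wells show activity change below -50%, luminescence cut by over half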;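 further: luciferase reports HSF-1 transcriptional activity via heat shock element; 0% = median of DMSO wells and -100% = zero luminescence signal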
AI-2 QS modul = Vibrio harveyi AI-2 quorum sensing modulation. activity change, % at 7.5 µM. 0.4% of 300,000 active. Vibrio harveyi JMH597 AI-2 luminescence/OD600 ratio, 9 h; active compounds read low; strain lacks LuxN and CqsS sensors; 0 = neutral-control median. AID 2094; in the data active means activity change below about -75%, passing the limit was not always enough;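 further: luminescence divided by OD600 gain over 9 h not by final OD600 alone; inactives centre near 13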
GSK3B inh = inhibitors of human GSK3beta kinase; P49841; GST-GSK3beta kinase, ADP-Glo luminescence, 60 min; active compounds read low; activity score (negative = inhibition), % at 10 µM; 0.038% of 300,000 active;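 active means more than half of replicate wells score below -50%, meaning over 50% inhibition versus plate controls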;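 further: 0% = median DMSO wells and -100% = median GW8510 positive control wells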
Target sequence (P49841 whole entry, looked up): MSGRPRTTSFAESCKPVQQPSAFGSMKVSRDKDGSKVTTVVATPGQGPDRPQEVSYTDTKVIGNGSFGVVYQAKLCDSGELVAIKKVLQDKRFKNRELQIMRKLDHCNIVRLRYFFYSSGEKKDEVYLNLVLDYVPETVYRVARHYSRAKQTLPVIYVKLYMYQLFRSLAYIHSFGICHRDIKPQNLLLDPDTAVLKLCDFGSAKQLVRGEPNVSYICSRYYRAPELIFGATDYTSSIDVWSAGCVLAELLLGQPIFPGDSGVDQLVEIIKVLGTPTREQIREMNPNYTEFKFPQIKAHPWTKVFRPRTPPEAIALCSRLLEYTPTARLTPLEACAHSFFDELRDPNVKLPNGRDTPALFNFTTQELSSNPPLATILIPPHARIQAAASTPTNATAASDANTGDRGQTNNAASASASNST
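Test system: GST-tagged human GSK3beta kinase, cell-free; evaluation: activity score scaled between in-plate DMSO and GW8510 controls; measured by: ADP-Glo luminescence; incubation: 60 min reaction, RT; benchmarks: DMSO and 20 µM GW8510; reagent: peptide substrate plus 25 µM ATP (final); medium: Tris/MgCl2 kinase buffer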
KLF5 inhibitor = suppresses KLF5 promoter-driven expression; DLD-1 KLF5 promoter-luciferase reporter, luminescence; inhibition, % at 5 µM; 0.23% of 290,000 active; AID 1700;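 active means inhibition above a per-plate limit of that plate's mean compound inhibition plus 3 SD, cut at about 60% in these data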;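 further: 0% = DMSO wells and 100% = LY294002 at 200 µM; higher means less KLF5 promoter-driven luciferase light; inactives centre near -14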
GSK3A inh = inhibitors of human GSK-3 alpha kinase; ADP-Glo luminescence, 60 min; 0.1% of 320,000 active; inhibition, % at 10 µM; P49840;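 in the data active means inhibition above about 50%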;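 further: GST-tagged GSK-3 alpha with peptide substrate and 25 µM ATP; 0% = DMSO neutral wells and 100% = GW8510 positive control wells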
Target sequence (P49840 whole entry, looked up): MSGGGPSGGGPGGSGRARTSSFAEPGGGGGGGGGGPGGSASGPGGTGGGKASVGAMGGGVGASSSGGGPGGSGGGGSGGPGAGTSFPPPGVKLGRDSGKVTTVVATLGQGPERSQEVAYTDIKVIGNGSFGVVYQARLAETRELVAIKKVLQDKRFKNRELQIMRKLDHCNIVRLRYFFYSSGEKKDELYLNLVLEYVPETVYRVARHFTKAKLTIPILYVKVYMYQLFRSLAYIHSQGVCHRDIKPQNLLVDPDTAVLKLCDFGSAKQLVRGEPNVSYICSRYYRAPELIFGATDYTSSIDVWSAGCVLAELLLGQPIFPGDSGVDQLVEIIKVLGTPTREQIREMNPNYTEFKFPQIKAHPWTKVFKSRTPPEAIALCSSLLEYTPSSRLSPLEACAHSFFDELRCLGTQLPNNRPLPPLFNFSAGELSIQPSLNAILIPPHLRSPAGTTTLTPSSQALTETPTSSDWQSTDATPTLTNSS
HSF-1 act = increases HSF-1 driven luciferase reporter signal | NIH3T3-HGL HSF-1 luciferase reporter, MG132, 8 h; 100% = twice DMSO control signal | activation, % at 9 µM | 1.7% of 300,000 active | AID 504408;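 active means mean replicate activation of at least 50% with a set share of replicates each reaching 50%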;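 further: 0% = median of the neutral control wells and 100% = twice that signal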
An asterisk follows results filed as active; / = no result given.

SMILES | IEC-6 cytotox | aSyn 5UTR inh | HIF activator | HSP90 inh | HSF1 inh | AI-2 QS modul | GSK3B inh | KLF5 inhibitor | GSK3A inh | HSF-1 act
CC(=O)Sc1nc(-c2ccccc2)[nH]c1S(=O)(=O)c1ccc(C)cc1 | -2 | -2 | -0.4 | 1 | -7 | 53 | 1 | 2 | -2 | -3
CC1CCc2sc(C(=O)Nc3ccc(C(N)=O)cc3)cc2C1 (stereo unspecified) | -7 | -119 | 1.4 | -7 | 17 | 7 | 0 | -27 | -2 | 13
O=C(c1ccc(NS(=O)(=O)c2ccc3[nH]c(=O)[nH]c3c2)cc1)N1CCN(c2ccccc2O)CC1 | / | -1 | -0.1 | / | 1 | -11 | -2 | / | 1 | 15
CC(O)CNc1cnccn1 (stereo unspecified) | 2 | -16 | -0.1 | -1 | -3 | 17 | 3 | -5 | -1 | 5
Cc1ccccc1NC(=O)CSc1nc2ccccc2c(=O)n1C | 6 | -4 | -1.1 | 3 | 2 | 4 | 2 | -31 | -3 | -13
CCc1ccccc1-n1ncc(C(=O)Nc2ccccc2OC)c1C | -5 | -8 | -2.5 | -1 | 6 | 19 | -1 | -22 | 1 | 0
CN1C(=O)c2ccc(C(=O)Nc3ccccc3O)cc2C1=O | -5 | -7 | -0.7 | -1 | 28 | 6 | 2 | -50 | -1 | 34
O=C(O)c1cc2nccc(-c3ccco3)n2n1 | -19 | -21 | 0.1 | -4 | 3 | 14 | 1 | -22 | -2 | -8
CCOc1cc(/C=N\NC(=O)c2ccc(C)nc2)cc([N+](=O)[O-])c1O | -1 | 3 | -0.2 | 2 | -2 | 9 | -4 | -32 | -1 | 2
COc1ccccc1-c1ccc(SCc2ccc([N+](=O)[O-])cc2)nn1 | 0 | 11 | 0.2 | -5 | 10 | 24 | 1 | -14 | -7 | 7
O=C(CSc1nc2ncccc2[nH]1)NCCc1ccccc1 | 2 | 11 | -0.3 | 3 | -6 | -60 | -3 | -6 | -2 | 5
CCNC(=O)N(C)c1nncnc1C(=O)NC | -3 | 6 | -0.4 | -7 | -2 | -1 | -3 | 2 | / | 2
O=C(Cn1ccn(-c2ccc(F)c(F)c2)c(=O)c1=O)NCCc1ccccc1 | -1 | 19 | 0.0 | -3 | -6 | 3 | -3 | -15 | 0 | 17
O=C(c1cc(F)ccc1F)C1CCCN(C(=O)c2ccc(F)cc2Cl)C1 (stereo unspecified) | 4 | 16 | -0.5 | 0 | 3 | 17 | -1 | 11 | -2 | 1
CCOc1ccc(C(C(=O)NCC2CCCO2)N(C(=O)c2snc(C(N)=O)c2N)c2ccc(F)cc2)cc1 (stereo unspecified) | -6 | 16 | 0.8 | -1 | -5 | 15 | -5 | -13 | -1 | 0
COc1ccc(CCNC(=O)CCc2nc3sc4c(c3c(=O)[nH]2)CCCC4)cc1 | 2 | 10 | 0.0 | 8 | 9 | 18 | 3 | -2 | 15 | 20
CC(C)NC(=O)C(=O)N/N=C/c1ccco1 | -2 | 18 | -2.8 | 0 | -1 | 3 | -2 | -27 | -3 | 7
O=C1CN(CC(=O)Nc2cccc(Cl)c2Cl)c2ccccc2N1 | 4 | -1 | 0.3 | 1 | 1 | 8 | 1 | -11 | -3 | -10
CCN1CCN(c2ccc(S(=O)(=O)N3CCCCC3)cc2NC(=O)c2cccc(F)c2)CC1 | / | 1 | -0.2 | / | -7 | 17 | 1 | / | -1 | -12
Nc1c(Cl)ncnc1N/N=C/c1ccccn1 | 9 | / | / | 9 | / | / | / | -29 | 2 | /
O=C1Nc2ccc3sc4ccccc4c3c2C1=O | 0 | -69 | 0.3 | 11 | -2 | 13 | -2 | 1 | 2 | 8
Cc1noc(C)c1C(=O)NCCCc1ccccc1 | 1 | 4 | -0.2 | 2 | 1 | 8 | 0 | 11 | 0 | 8
Cc1ccc2c(CC(=O)O)coc2c1 | -3 | 9 | 0.0 | -1 | -11 | 25 | -3 | 2 | 0 | 3
N=C1/C(=C/c2ccc(OCc3ccccc3F)cc2)C(=O)N=C2SC(CC(=O)N3CCOCC3)=NN12 | -7 | -93 | 2.0 | -3 | 19 | 38 | 1 | -95 | -1 | 36
CCOC(=O)C1=NN(C(C)=O)C2(CC(=O)N(c3cc(C)cc(C)c3)C2=O)C1 (stereo unspecified) | 2 | 5 | 0.1 | -2 | -8 | 25 | -2 | -5 | 0 | -9
COCCCn1c(C)csc1=Nc1cccnc1 | -3 | -7 | 0.5 | -1 | -4 | 17 | 0 | -43 | 0 | -4
Cc1cc([N+](=O)[O-])ccc1NCc1cccc2ccccc12 | -1 | 32 | / | 1 | 4 | 11 | 3 | -41 | -3 | 1
Cc1ccc(OCCC(=O)OCC(=O)C(C)(C)C)cc1 | 7 | 23 | -1.1 | 0 | -6 | 11 | -4 | 1 | 1 | 16
Cc1ccc(-c2n[nH]c(=S)n2/N=C/c2ccc(C)s2)cc1 | -9 | 20 | 0.2 | -1 | -3 | 21 | 2 | 20 | 0 | 13
COc1ccc(C2CC(=O)c3cnc(NC(=O)c4cc(OC)cc(OC)c4)nc3C2)cc1 (stereo unspecified) | -9 | -2 | / | 0 | 5 | 8 | 3 | -32 | 1 | 14
CC(C)(C)c1cc(C(=O)N/N=C/c2ccccn2)n[nH]1 | 6 | -18 | 0.5 | 4 | -10 | 15 | 2 | -13 | -1 | -12
CCOC(=O)C(C)OC(=O)C1=C(C)NC(=O)NC1c1ccc2c(c1)OCO2 (stereo unspecified) | 0 | 7 | 2.4 | 1 | 3 | -3 | -1 | -26 | -2 | 7
CC(=O)N1N=C(c2cccc(NS(=O)(=O)c3ccc(C)cc3)c2)CC1c1ccco1 (stereo unspecified) | -7 | 16 | 0.2 | -1 | 5 | 21 | 2 | 3 | 0 | 20
C=CCN(CC=C)S(=O)(=O)c1ccc(NC(=S)NC(=O)c2ccc(-c3ccccc3)cc2)cc1 | 1 | -11 | 0.4 | -4 | 4 | 20 | 1 | -7 | -3 | 5
Cc1nnc(N2CCCC(C(=O)Nc3cc(F)ccc3F)C2)c2nn(-c3ccccc3)c(C)c12 (stereo unspecified) | 3 | 18 | 4.3 | 5 | -37 | 21 | 1 | -28 | -1 | -47
Cc1csc(SCCN2C(=O)c3ccccc3C2=O)n1 | -4 | -55 | 1.3 | -1 | -1 | -6 | 1 | -104 | -3 | 9
O=C(NCc1ccc2c(c1)OCO2)C1CCN(C(=O)Nc2ccc(Cl)cc2)CC1 | -6 | 12 | 0.3 | 2 | -2 | 19 | 3 | -29 | -3 | 5
CCC(NC(=O)c1ccccc1NC(=O)c1ccccc1)C(=O)OC (stereo unspecified) | 4 | 6 | -0.3 | 5 | -7 | 16 | -4 | 1 | / | 11
Cc1cc(NC(=O)C2CC2)ncc1NC(=O)C12CC3CC(CC(C3)C1)C2 | 2 | 10 | 1.3 | -4 | 1 | 13 | 0 | -16 | 0 | -5
O=C(O)COc1cccc(/C=C2/SC(=S)N(Cc3ccccc3)C2=O)c1 | 3 | 2 | -0.2 | 4 | 4 | 13 | 2 | 14 | -2 | 17
COc1ccc(NC(=S)NC(=O)c2cncc(Br)c2)c(OC)c1 | 0 | -13 | 1.3 | -1 | -1 | 14 | -1 | -20 | 0 | 12
O=C(O)/C(=C\c1ccccc1Cl)c1ccc(S(=O)(=O)N2CCCCC2)s1 | -4 | -31 | 0.0 | 0 | 2 | 33 | 6 | -25 | -2 | 3
CN1CCC(CNC(=O)Nc2ccccc2)(c2ccccc2)CC1 | -5 | 2 | 0.0 | -5 | -3 | 11 | 2 | 3 | 1 | -10
Cn1c(=O)c2c(nc(NCCOc3ccc(C(C)(C)C)cc3)n2C)n(C)c1=O | -4 | 8 | -5.5 | 0 | -5 | 2 | 1 | -9 | -1 | 3
Cc1ccccc1C(=O)NC(C(N)=O)P(=O)(OC(C)C)OC(C)C (stereo unspecified) | 4 | -6 | -0.2 | 1 | 2 | 5 | -1 | -22 | -3 | 5
O=C(CSc1nnc(C2CC2)n1-c1ccccc1)NCCc1ccc(F)cc1 | 0 | 20 | -0.1 | 0 | 3 | 6 | 1 | -19 | 0 | -1
Cc1cnc(CN(C)Cc2nc(Cc3cccc(C(F)(F)F)c3)no2)[nH]1 | 4 | -4 | 0.0 | 4 | 4 | 33 | -2 | -29 | -3 | 2
O=c1c2[nH]c3ccc(F)cc3c2ncn1CCC1=CCCCC1 | -9 | -121 | 1.4 | 0 | 8 | 15 | 3 | -24 | -2 | -8
Cc1cccc([C@@H]2[C@@H]3C(=O)N(Cc4ccccc4)C(=O)[C@@H]3[C@]3(C)C(=O)N(c4cccc(F)c4)C(=O)N23)c1 | / | -18 | 0.4 | / | 2 | 13 | -10 | / | -2 | -9
O=C1Nc2ccc(F)cc2C12OCCO2 | -1 | 1 | -12 | -2 | 9 | 17 | 3 | -41 | -1 | 1

(cont.)
SMILES | IEC-6 cytotox | aSyn 5UTR inh | HIF activator | HSP90 inh | HSF1 inh | AI-2 QS modul | GSK3B inh | KLF5 inhibitor | GSK3A inh | HSF-1 act
CSc1nc2ccccc2c(=O)n1C1CCCCC1 | -6 | 22 | 0.1 | 9 | 0 | 14 | 3 | -26 | 0 | 2
CC1(C)Cc2ccccc2C(NNC(=O)c2ccccn2)=N1 | 5 | 10 | 0.0 | 4 | 2 | 28 | 1 | -16 | 1 | 6
C/C(O)=C/c1nc2ccccc2[nH]c1=O | 4 | 0 | -0.8 | -4 | -8 | 31 | 1 | -11 | -1 | -2
Cc1ccc(C(=O)NCc2ccco2)o1 | -4 | 0 | -0.5 | -1 | -3 | 11 | -1 | -14 | 0 | -6
CON(c1nc(Cl)nc(N(C)C)n1)S(=O)(=O)c1ccc(C)cc1 | -5 | -21 | 0.3 | -2 | 3 | 14 | -1 | -21 | 19 | 8
Cc1c(C(=O)Nc2ccc(S(=O)(=O)N(C)C3CCN(C)CC3)cc2)oc2c(Cl)cccc12 | / | -52 | 0.3 | / | -6 | 6 | -6 | / | 3 | -3
CC1(C)CC2(CCO1)OC(=O)CC2C(=O)NCCc1ccccc1 (stereo unspecified) | -3 | 21 | -0.2 | 3 | -11 | -9 | 3 | -49 | -2 | -4
Cc1cccc(N2CCN(C(=O)CS(=O)(=O)Cc3nc(-c4ccccc4F)oc3C)CC2C)c1 (stereo unspecified) | 4 | 24 | -0.2 | -5 | 2 | 14 | -2 | -40 | -1 | -5
CC(=O)Nc1ccc(NC(=O)Cn2c(=O)n(-c3ccc(C)cc3)c(=O)c3oc4ccccc4c32)cc1 | 3 | 15 | -0.1 | -3 | -3 | 4 | -3 | -10 | 1 | 0
Cc1ccc(NC2=NC(c3ccc(C)cc3)n3c(nc(C)cc3=O)N2)cc1 (stereo unspecified) | 3 | -16 | 0.1 | 1 | 2 | 9 | 2 | 2 | 0 | -1

An unsorted share of the library, and some 4.7% of all compounds hit somewhere here.
